Caspase-7 inhib – qHTS Assay for Allosteric/Competitive Inhibitors of Caspase-7; P55210; recombinant caspase-7, Ac-DEVD-AFC fluorescence rate; Potency, µM (top dose mostly 57.5 µM), inactives show at the top dose activity change, negative = inhibition, usual class: inhibitors; hit rate 0.02% among 75,000; active means well fitted inhibition curve with a large enough effect in the main read-out, with a control signal flat, not every such curve was filed as active; inconclusive means small, poorly fitted or top-dose-only effect, or a change in a side signal; further: potency means the concentration at half of the fitted maximal effect; % of control where 0% means no effect
A350 autofl – qHTS Assay for Spectroscopic Profiling in A350 Spectral Region. max dye-equivalent concentration, M. AID 590, 2007. hit rate 11% among 59,000. Compound autofluorescence, 340/450 nm, Alexa 350 dye-equivalents; stronger effect = higher value; in the data active means max dye-equivalent concentration above about 10 nM; inconclusive means mostly about 1.1 nM to 9.6 nM
HEK293 cAMP ctrl – qHTS Assay for Agonists of the Thyroid Stimulating Hormone Receptor: Activators of Intracellular cAMP Concentrations in Parental HEK 293 | hit rate 2.5% among 73,000 | Potency, µM (doses to about 57.1 µM), for inactives: at the top dose activation, hits mostly activators | AID 938, 2007 | parental HEK293 CNG cAMP sensor, membrane potential fluorescence; further: potency means the concentration at half of the fitted maximal effect; % of control where 0% means no effect; nearly all actives have a fitted effect of over 55% in size
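Parental HEK 293 cells stably expressing a modified CNG channel (no TSHR) report cAMP rise as membrane depolarization. Membrane potential dye with 100 uM RO 20-1724 was loaded for 60 min at room temperature, then compound added for 30 min; fluorescence read at 590 nm.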
ERK AVP block – qHTS Assay for Inhibitors of the ERK Signaling Pathway using a Homogeneous Screening Assay. HEK293-V1b, vasopressin-stimulated pERK AlphaScreen. Potency, µM (titrated, usually from 57.5 µM), for inactives: top-dose activity, negative = inhibition, actives largely listed as inhibitors. hit rate 0.99% among 72,000. AID 995, 2007; further: potency means the concentration at half of the fitted maximal effect; on the % scale 0 is the no-effect control and ±100 the full control effect; nearly all actives have a fitted effect of over 55% in size
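qHTS, compounds titrated on V1b-expressing HEK293 cells. Preincubation 30 min at 37C, vasopressin 25 nM for 5 min, lysis 10 min, bead incubation 5 hr at room temperature.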
BRCT inh green – qHTS Assay for Inhibitors of BRCT-Phosphoprotein Interaction (Green Fluorophore); Breast cancer type 1 susceptibility protein (Homo sapiens), P38398; BRCA1 BRCT-phosphopeptide binding, green fluorescence polarization; AID 875, 2007; hit rate 0.05% among 75,000; Potency, µM (top dose mostly 76.9 µM), inactives show at the top dose activity change, negative = inhibition, most hits filed as inhibitors;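 further: potency means the concentration at half of the fitted maximal effect; plate controls were peptide without protein for full effect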
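Fluorescence polarization: His-tagged BRCT (~35 kDa BRCA1 C-terminus, 250 nM) bound to 100 nM fluorescein-labeled phosphorylated 10-aa BACH1 peptide, pH 7.3 phosphate buffer with DTT and Tween 20. Compounds incubated 12 min at room temperature; inhibition read as lowered polarization.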
BRCT inh red – qHTS Assay for Inhibitors of BRCT-Phosphoprotein Interaction (Red Fluorophore). Breast cancer type 1 susceptibility protein (Homo sapiens), P38398. hit rate 0.03% among 75,000. Potency, µM (highest dose often 76.9 µM), for the others: at the top dose activity change, negative = inhibition, actives largely listed as inhibitors. BRCT-phosphopeptide binding, red fluorescence polarization; further: on the % scale 0 is the no-effect control and ±100 the full control effect
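Fluorescence polarization: 100 nM His-tagged BRCA1 BRCT with 100 nM TAMRA-labelled phospho-BACH1 decapeptide, phosphate buffer pH 7.3 with 150 mM NaCl, DTT, 0.01% Tween 20; 12 min RT. Binding inhibition seen as FP decrease.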
Tau filament bind – qHTS Assay for Tau Filament Binding; Potency, µM (doses to about 57.1 µM), inactives show at the highest dose activity change, negative = inhibition; AID 596, 2007; Microtubule-associated protein tau (Homo sapiens), P10636; hit rate 2% among 71,000; recombinant tau filaments, thioflavin S fluorescence, 15 h; filaments grown with octadecylsulfate alongside compound;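 further: potency means the concentration at half of the fitted maximal effect; on the % scale 0 is the no-effect control and ±100 the full control effect; actives lower thioflavin S fluorescence by blocking filaments or displacing dye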
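Quantitative HTS: thioflavine S signal from ODS-induced tau filaments, excited at 450 nm, emission 510 nm. Conditions: 1 uM tau, 30 uM ODS, 15 h at 37 C, pH 7.4.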
USP2a inhib – qHTS Assay for Inhibitors of Ubiquitin-specific Protease USP2a; Ubiquitin carboxyl-terminal hydrolase 2 (Homo sapiens), O75604; USP2a enzymatic assay, qHTS inhibition; Potency, µM (series often up to 38.3 µM), without a hit: top-dose activity change, negative = inhibition, actives largely listed as inhibitors; hit rate 0.1% among 60,000;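 further: potency means the concentration at half of the fitted maximal effect; nearly all actives have a fitted effect of over 60% in size; plate controls were DMSO for no effect and NEM full inhibition control for full effect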
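USP2 core (20 nM final) was preincubated with compound for 30 min at RT in 20 mM Tris-HCl pH 8.0, 2 mM CaCl2, 2 mM beta-mercaptoethanol; Ub-PLA2 (20 nM) plus NBD C6-HPC (20 uM) then added, fluorescence read after 2.5 h.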
Luciferase inh – qHTS Assay for Inhibitors of Firefly Luciferase; Potency, µM (doses to about 57.1 µM), for the others: top-dose activity change, negative = inhibition, hits mostly inhibitors; purified firefly luciferase, luminescence, 8 min; Luciferin 4-monooxygenase (Photinus pyralis), P08659; hit rate 2.2% among 72,000; further: potency means the concentration at half of the fitted maximal effect; on the % scale 0 is the no-effect control and ±100 the full control effect; nearly all actives have a fitted effect of over 40% in size
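Inhibition of light generation by firefly luciferase from ATP and luciferin was profiled with concentration-response curves per sample, ATP held at 10 uM within the enzyme's linear range. Plates were read by luminescence after an 8-minute ambient incubation.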
Caspase-1 inhib – qHTS Assay for Allosteric/Competitive Inhibitors of Caspase-1 | P29466 | Caspase-1 enzyme, Ac-WEHD-AFC fluorogenic rate | Potency, µM (top dose mostly 57.5 µM), for the others: at the highest dose activity change, negative = inhibition, actives largely listed as inhibitors | hit rate 0.03% among 75,000 | AID 900, 2007;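 further: potency means the concentration at half of the fitted maximal effect; plate controls were vehicle for no effect and no substrate for full effect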
CRE-bla Fsk – Cell signaling CRE-BLA (Fsk stim). AID 662, 2007. hit rate 2.5% among 71,000. Potency, µM (doses to about 38.2 µM), inactives show top-dose activity change, negative = inhibition, most hits filed as activators. CHO CRE-bla reporter (cAMP response element driving beta-lactamase), forskolin EC10, beta-lactamase ratio; active means well fitted activation curve with a large enough effect in the signal ratio, with a control signal flat, not every such curve was filed as active; inconclusive means small, poorly fitted or top-dose-only effect, or effect the other way, or a change in a side signal; the % refers to the signal ratio; further: potency means the concentration at half of the fitted maximal effect; % of control where 0% means no effect
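qHTS titration format; CRE-bla CHO reporter; stimulus EC10 NKH 477, a water-soluble forskolin. Read: CCF4 460/530 nm ratio. Potency expressed as AC50 for activators or inhibitors.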
* marks the source's active call; other numbers are inactive results; i = inactive; ? = inconclusive; nt = not tested or not shown; [ ] = dose if it differs, or a comment. Unless noted, the call rests on the fitted dose curve; in most records, active means well fitted curve in the direction sought with a large enough effect; inconclusive means small, poorly fitted or top-dose-only effect, or another doubt; inactive means no such curve, though single readings can be large; an effect the other way counts as inactive or inconclusive.

SMILES	Caspase-7 inhib	A350 autofl	HEK293 cAMP ctrl	ERK AVP block	BRCT inh green	BRCT inh red	Tau filament bind	USP2a inhib	Luciferase inh	Caspase-1 inhib	CRE-bla Fsk
COc1ccc(C2C(C(=O)Nc3ccc(F)cc3)=C(C)Nc3nc(CCCO)nn32)cc1 (stereo unspecified)	-1%	nt	-2%	-7%	-0.3%	1.8%	11%	nt	1%	3%	2%
Cc1cc(C)c(C)c(S(=O)(=O)Nc2ccccc2C(=O)NCCCn2ccnc2)c1C	0%	?	17%	0%	-2.8%	-0.5%	6%	21%	2%	-2%	11%
COC(=O)c1ccc(NC(=O)c2sc3nc(-c4ccccc4)cn3c2C)cc1	0%	?	32µM*	16%	0.3%	0.0%	107%	40%[activator]	0%	-4%	-11%
Cn1cccc1C(=O)OCC(=O)Nc1cc(C(C)(C)C)nn1-c1ccccc1	-6%	i	1%	39%[activator]	1.8%	-2.2%	-10%	11%	2%	1%	14%
CC(=O)NC1=NC(=O)/C(=C/N2CCCCC2)S1	-11%	7.9e-08M*	2%	10%	-1.1%	-2.0%	11%	-4%	-2%	-15%	17%
Cc1nn(Cc2ccc(F)cc2)c(C)c1NC(=O)c1noc2c1CCCCC2	-1%	i	?	3%	-1.5%	-1.0%	-9%	26%	-3%	2%	?
N#Cc1nc(-c2cccs2)oc1NCC1CCCO1 (stereo unspecified)	1%	3.6e-06M*	3%	-23%	-1.9%	0.9%	2%	-2%	0%	0%	17%
O=c1c(O)c(-c2ccc(O)cc2)oc2ccccc12	-2%	nt	nt	?	-3.2%[3.08 µM]	-3.8%	nt	56%[activator]	nt	2%	nt
CC1(C)CC(=O)C(C#N)=C(NCCCO)C1	1%	nt	-8%	13%	-0.9%	1.5%	-7%	-8%	-1%	-2%	-4%
NC(=O)NC(=O)Nc1ccccc1Cl	0%	i	13%	-7%	-7.5%	-1.3%	4%	-3%	-3%	-1%	?
C[C@@H]1CC[C@@H]2C(=O)N3[C@@H](CC[C@@H](C)[C@@H]3c3ccc(-c4ccco4)cc3)C(=O)N2[C@H]1c1ccc(-c2ccco2)cc1	-4%[11.5 µM]	nt	9%[11.4 µM]	3%[11.5 µM]	-0.1%[15.4 µM]	1.5%[15.4 µM]	nt	nt	0%[11.4 µM]	-1%[11.5 µM]	nt
O=C(c1ccco1)N1CCN(C2CC(=O)N(c3ccc4c(c3)OCO4)C2=O)CC1 (stereo unspecified)	0%	i	-1%	-5%	-4.3%	0.1%	-1%	15%	-2%	-1%	-1%
Nc1ccc(-n2ccnc2)cc1	0%	i	4%	16%	-2.4%	1.2%	-12%	-5%	0%	-2%	?
CCOC(=O)CCNC(=O)Nc1ccc2nc(C)n(Cc3ccccc3Cl)c(=O)c2c1	-4%	?	8%	-6%	2.2%	-0.4%	16%	nt	-2%	-4%	9%
CCOC(=O)CSc1nnc(-c2ccco2)n1C	9%	?	-3%	2%	-0.1%	1.1%	-9%	-5%	2%	0%	3%
O=C(O)C1CC=CCC1C(=O)NCCc1ccccc1 (stereo unspecified)	1%	nt	-4%	-1%	-0.6%	-1.2%	12%	-1%	-1%	-1%	-3%
CN(C)c1ccc(C2C3=C(CCCC3=O)OC3=C2C(=O)CCC3)cc1	-16%	i	17%	-29%	-1.9%	1.8%	?	-1%	1%	-10%	1%
Cn1ncc(Cl)c1C(=O)N1CCc2ccccc21	-1%	i	5%	-7%	0.1%	-2.4%	-10%	8%	4%	0%	-11%
C[N+](C)(CCCCCC[N+](C)(C)CCCN1C(=O)c2cccc3cccc(c23)C1=O)CCCN1C(=O)c2cccc3cccc(c23)C1=O	-2%	2.6e-07M*	7%	-3%	-0.6%	1.4%	2µM*	5%	3%	1%	3%
CCOC(=O)c1cc2occc2n1CC(=O)Nc1ccc(OC)cc1OC	4%	i	8%	5%	-1.4%	1.7%	-10%	-1%	2%	-1%	0%
COc1ccc(NC(=O)N(C2CCCCC2)C2CCN(C(C)C)CC2)c(OC)c1	0%	i	?	22%	1.5%	-1.7%	-4%	-2%	0%	0%	-7%
COCCCN1C(=O)C(O)=C(C(C)=O)C1c1cccc(F)c1 (stereo unspecified)	2%	i	10%	25%	-0.7%	1.5%	4%	-3%	-2%	-3%	1%
CCn1c(SCC(=O)Nc2ccc(NC(=O)c3ccco3)c(OC)c2)nc2ccccc2c1=O	-1%	2.5e-07M*	24%	11%	-1.8%	-2.9%	-29%	nt	1%	0%	?
O=c1cc(N2CCN(Cc3ccccc3)CC2)[nH]c(=O)n1-c1cccc(C(F)(F)F)c1	-8%	?	?	13%	-0.4%	-1.6%	25%	16%	1%	-13%	?
O=C(Nc1cccc(NC(=O)c2cccs2)c1)c1ccco1	0%	i	-4%	-10%	0.5%	0.2%	7%	-14%	-7%	-1%	-23%
CCN(Cc1cc2cccc(C)c2[nH]c1=O)C(=O)c1ccccc1OC	0%	1.4e-08M*	18%	-5%	0.2%	0.9%	-7%	5%	-3%	0%	?
COc1cc(C2CC(=O)NC(SCC(=O)Nc3ccccc3C)=C2C#N)ccc1O (stereo unspecified)	1%	i	1%	-14%	-1.5%	-0.9%	-2%	9%	1%	0%	-4%
CCC1Oc2ccccc2N(CC(=O)Nc2ccc3c(c2)OCCO3)C1=O (stereo unspecified)	-1%	?	16%	-26%	-0.1%	-2.1%	78%	2%	-9%	-1%	-28%
[Cu].[O-]/N=C1/C(=[OH+])Nc2ccccc21.[O-]Nc1c(O)[nH]c2ccccc12	0%[11.5 µM]	i	-1%[11.4 µM]	7%[11.5 µM]	-1.1%[15.4 µM]	0.3%[15.4 µM]	-13%[11.4 µM]	nt	-1%[11.4 µM]	2%[11.5 µM]	3%[7.6 µM]
O=C(CCCN1C(=O)c2ccccc2C1=O)NCc1cccnc1	1%	i	1%	-20%	-6.0%	1.6%	8%	-4%	1%	1%	0%
COc1ccc2c(c1)CCc1c(C(=O)NCc3cccnc3)noc1-2	0%	i	27%	6%	-0.6%	-1.7%	6%	-14%	-24%	2%	10%
CCOc1ccc(-n2c(SCC(N)=O)nc3c([nH]c4ccccc43)c2=O)cc1	-2%	nt	1%	nt	-0.8%	-3.2%	10%	nt	0%	-2%	-19%
CCOC(=O)N1CCC(n2c(SCC(=O)Nc3ccccc3OC)nc3ccccc3c2=O)CC1	-5%	i	?	-22%	0.9%	0.8%	20%	-5%	-4%	-3%	?
COCCn1c(=O)cnc2cnc(OCc3ccccc3)nc21	-2%	i	7%	17%	-1.5%	0.6%	6%	12%	0%[11.4 µM]	-2%	-7%
Fc1ccccc1OCCSc1nc2ccccc2o1	-1%	i	20%	58%[activator]	-0.5%	1.6%	6%	-3%	3%	1%	-19%
O=C(Cn1cnc2c(nnn2Cc2ccccc2F)c1=O)NCc1ccco1	0%	i	-3%	-7%	-0.7%	0.1%	-4%	5%	1%	-1%	-8%
CC(=O)N1[C@H](C)C=C[C@]1(Cc1ccccc1)C(=O)O	-1%	nt	2%	-2%	-0.6%	0.8%	-16%	nt	nt	2%	-2%
Cc1noc(C)c1Cn1nc(C(=O)O)c2ccccc2c1=O	4%	?	15%	-4%	-0.3%	-0.7%	-6%	0%	-33%	0%	?
COc1nc2c(C)cccc2cc1-c1noc(-c2ccco2)n1	-3%	?	?	-23%	6.3%	0.4%	121%	46%[activator]	2%	0%	-5%
CSc1nsc(SCC(=O)N2CCc3ccccc32)n1	0%	i	25µM*	5%	5.5%	-0.8%	-7%	21%	1%	-2%	-13%
Cc1ccc(C)c(S(=O)(=O)Nc2ccc3scnc3c2)c1	0%	i	4%	?	1.5%	0.3%	-11%	3%	0%	-1%	9%
Cc1cc(C)c2c(N)c(C(=O)NCc3ccco3)sc2n1	-4%	1.6e-07M*	-5%	-7%	-0.8%	-2.3%	0%	2%	-2%	-3%	?
c1ccc(OCc2nnc3sc(-c4cccs4)nn23)cc1	-2%	i	?	12%	-0.6%	0.5%	9%	4%	-2%	-3%	15%
Cc1cc(C)nc(NC(=O)CSc2nnnn2-c2ccccc2)n1	0%	?	0%	-13%	0.0%	0.3%	10%	-4%	1%	0%	2%

Screening results from PubChem.

Rows are unselected (roughly 16% active in at least one column).
